Compound activity: PubChem BioAssay, National Center for Advancing Translational Sciences (NCATS)
G9a inh: blocks human histone lysine methyltransferase G9a; G9a H3K9 monomethylation, AlphaScreen, 2 h; AID 504332; Potency, µM (highest dose often 102 µM), for the others: at the highest dose activity, negative = inhibition, actives largely listed as inhibitors; hit rate 8.8% among 350,000; note: potency is the fitted concentration of half-maximal effect; % is set by controls: 0 for no effect and ±100 for the full control effect; nearly all actives have a fitted effect of over 75% in size
Target sequence (Q96KQ7 913-1193 limits assumed): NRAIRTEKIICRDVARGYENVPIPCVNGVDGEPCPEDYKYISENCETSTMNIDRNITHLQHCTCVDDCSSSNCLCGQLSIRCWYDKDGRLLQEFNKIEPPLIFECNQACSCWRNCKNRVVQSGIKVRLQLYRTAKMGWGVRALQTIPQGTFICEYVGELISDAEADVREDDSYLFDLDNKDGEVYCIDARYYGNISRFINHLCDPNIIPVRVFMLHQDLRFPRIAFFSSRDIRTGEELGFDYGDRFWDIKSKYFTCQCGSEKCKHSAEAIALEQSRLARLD
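Readings reflect AlphaScreen signal from monomethyl-H3K9 antibody detection. HMT at 20 nM; substrate b-H3K9 500 nM; cofactor SAM 20 uM; 2 h RT reaction; compounds tested as titrations in qHTS with 15 min preincubation.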
GLS inh: inhibitors of human glutaminase (GLS); O94925; GLS enzymatic activity, qHTS titration; Potency, µM (highest dose often 45.5 µM), without a hit: at the highest dose activity change, negative = inhibition, hits mostly inhibitors; hit rate 0.21% among 410,000; AID 624170; note: potency is the fitted concentration of half-maximal effect; % is set by controls: 0 for no effect and ±100 for the full control effect
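Assay buffer: 45 mM KH2PO4 pH 8.2, 0.02% Tween-20. hKGA acts on L-glutamine (1 mM solution added); product glutamate is reported by an oxidase/peroxidase Amplex Red coupling, with fluorescence taken at baseline and 30 min.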
JMJD2A Tudor: blocks the human JMJD2A Tudor domain; AlphaScreen JMJD2A-Tudor / H3K4me3 peptide binding; O75164; Potency, µM (titrated, usually from 114 µM), inactives show at the highest dose activity change, negative = inhibition, hits mostly inhibitors; hit rate 4.4% among 390,000; note: potency is the fitted concentration of half-maximal effect; % is set by controls: 0 for no effect and ±100 for the full control effect; nearly all actives have a fitted effect of over 50% in size
BAZ2B inh: inhibitors of human BAZ2B bromodomain. Q9UIF8. AlphaScreen BAZ2B-H3K14Ac peptide displacement. Potency, µM (series often up to 114 µM), for inactives: top-dose activity change, negative = inhibition, most hits filed as inhibitors. hit rate 4.4% among 360,000; note: potency is the fitted concentration of half-maximal effect; % is set by controls: 0 for no effect and ±100 for the full control effect; nearly all actives have a fitted effect of over 60% in size
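Multi-concentration screen (max 110 uM) measuring displacement of acetylated histone H3 peptide from BAZ2B by AlphaScreen, using 50 nM protein, 50 nM peptide and 10 ug/mL streptavidin donor plus Ni-chelate acceptor beads.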
RGS4 inhibitor: inhibitors of human regulator of G protein signaling 4; P49798; Transcreener GDP fluorescence polarization, RGS4-accelerated GTP hydrolysis; Potency, µM (top dose mostly 114 µM), for the others: top-dose activity change, negative = inhibition, hits mostly inhibitors; hit rate 0.039% among 390,000; note: potency is the fitted concentration of half-maximal effect; % is set by controls: 0 for no effect and ±100 for the full control effect; nearly all actives have a fitted effect of over 75% in size; some results filed as inactive show a strong effect at the top dose
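MLSMR compounds (23 nl, pin-transferred) preincubated 10 min at room temperature with a 500nM (2x) first reagent, then RGS4 at 900nM (2x) plus Transcreener GDP mix added; fluorescence polarization (620/688 nm) read before and after 90 min at 30 °C.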
HP1b binding inh: blocks HP1-beta chromodomain binding to methylated histone tails; Potency, µM (top dose mostly 114 µM), without a hit: at the top dose activity change, negative = inhibition, most hits filed as inhibitors; AID 540317; P83916; AlphaScreen HP1-beta / biotin-H3K9me3 peptide binding; hit rate 0.56% among 390,000; note: potency is the fitted concentration of half-maximal effect; nearly all actives have a fitted effect of over 70% in size; inactives centre near 23
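Compound inhibition of the preformed complex between 50 nM HP1-beta and 50 nM biotinylated H3K9me3 peptide was read by AlphaScreen. Buffer was PBS pH 7.4 with 0.01% Tween-20. Incubations ran 30 min at room temperature, with 10 ug/mL donor/acceptor beads.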
ERG Ets-DNA blk: ERG Ets/DNA interaction inhibition. P11308. AID 624246. hit rate 0.028% among 370,000. Potency, µM (titrated, usually from 76.9 µM), inactives show at the top dose FP activity, negative = inhibition, usual class: inhibitors. fluorescence polarization, His-ERG Ets domain / labelled DNA; active = well fitted inhibition curve with a large enough effect in the polarisation, with a control signal flat; inconclusive = small, poorly fitted or top-dose-only effect, or effect the other way, or a change in a side signal; inactive = no such curve, though single readings can be large or run the other way; the % refers to the polarisation;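 note: polarization taken with two DNA probes labelled with fluorescein and Texas red; potency is the fitted concentration of half-maximal effect; % of control where 0% means no effect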
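His-tagged ERG Ets domain (1 uM in the protein solution; 300mM KCl, 50mM Tris-HCl, 1mM EDTA, 1mM DTT, pH 7.5) received compound, then a probe mix of 5 nM fluorescein-DNA and 100nM Texas-615-DNA. Fluorescence polarization was read for both dyes.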
12-LOX inh: ALOX12 (human) lipoxygenase inhibition | P18054 | AID 1671190 | Potency, µM (series often up to 108 µM), for the others: top-dose activity change, negative = inhibition, hits mostly inhibitors | hit rate 1.1% among 580,000 | purified 12hLO, xylenol orange hydroperoxide absorbance; note: potency is the fitted concentration of half-maximal effect; % is set by controls: 0 for no effect and ±100 for the full control effect
Target sequence (P18054 whole entry, looked up): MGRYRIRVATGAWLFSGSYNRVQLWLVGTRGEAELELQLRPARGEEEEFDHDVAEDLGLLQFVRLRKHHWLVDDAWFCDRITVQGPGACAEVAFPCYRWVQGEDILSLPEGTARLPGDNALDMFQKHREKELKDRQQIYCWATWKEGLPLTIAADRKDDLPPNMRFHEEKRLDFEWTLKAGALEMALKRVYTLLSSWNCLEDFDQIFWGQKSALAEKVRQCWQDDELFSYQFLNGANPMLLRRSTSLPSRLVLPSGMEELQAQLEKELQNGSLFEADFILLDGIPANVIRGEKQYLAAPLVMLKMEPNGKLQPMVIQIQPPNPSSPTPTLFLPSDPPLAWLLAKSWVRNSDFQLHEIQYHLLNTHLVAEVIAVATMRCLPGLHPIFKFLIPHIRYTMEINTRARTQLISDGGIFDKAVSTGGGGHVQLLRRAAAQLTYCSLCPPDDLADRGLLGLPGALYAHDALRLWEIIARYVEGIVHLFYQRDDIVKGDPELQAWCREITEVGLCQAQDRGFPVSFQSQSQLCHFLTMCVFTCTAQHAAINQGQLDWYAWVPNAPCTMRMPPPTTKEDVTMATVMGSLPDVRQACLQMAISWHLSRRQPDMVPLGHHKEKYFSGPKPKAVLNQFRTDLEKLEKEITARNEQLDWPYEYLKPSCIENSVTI
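Hydroperoxide product was detected by ferrous iron/xylenol orange as the 573 to 405 nm absorbance ratio. Arachidonic acid at 40 uM (final) was turned over for 30 min at room temperature by 150 nM human 12hLO, pH 7.0 Hepes buffer, after 15 min compound preincubation.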
PI4K2A block: PI4K2A (human) kinase inhibition; activity change, negative = inhibition, % at 76.9 µM; AID 1346378; hit rate 0.13% among 420,000; purified PI4K2A, ADP-Glo luminescence, 1 h; hits give low values; Q9BTU6; in the data active = activity change below about -50%; inconclusive = mostly about -30% to -49%;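 note: -100% = wells without enzyme as full effect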
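In this quantitative HTS, ADP production by PI4K2A was quantified luminescently after 1 h at ambient temperature; 100 microM adenosine served as plate-quality control.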
Active calls of the source: *; ? = inconclusive; . = no result given; [ ] = remark or other dose. Unless noted, calls come from the whole dose curve; as a rule, active = well fitted curve in the direction sought with a large enough effect; inconclusive = small, poorly fitted or top-dose-only effect, or another doubt; inactive = no such curve, though single readings can be large; an effect the other way counts as inactive or inconclusive.

SMILES	G9a inh	GLS inh	JMJD2A Tudor	BAZ2B inh	RGS4 inhibitor	HP1b binding inh	ERG Ets-DNA blk	12-LOX inh	PI4K2A block
O=C(O)CCCNc1c(C(=O)Nc2ccc(Cl)cc2)cc([N+](=O)[O-])cc1[N+](=O)[O-]	?	-6%	-8%	?	-44%	7%	-4%	-15%	-4
Cc1ccc(S(=O)(=O)/N=C(\c2ccc(F)cc2)n2c(C)nc3ccccc32)cc1	12%	14%	-14%	-19%[57.1 µM]	23%	32%	1%	-3%	4
Cc1cc(C(c2ccc(C)o2)c2ccc(C)o2)c(O)c([N+](=O)[O-])c1	35µM*	13%	40µM*	45µM*	-28%	16µM*	-8%	35µM*	-3
O=C(NNS(=O)(=O)c1ccccc1)C1CCN(S(=O)(=O)c2ccc(Cl)cc2)CC1	19%[59 µM]	20%	13%	7%	-13%	31%	1%	0%	3
C=CCn1c(SCC(=O)NC)nc2sc3c(c2c1=O)CCC3	4%[12.7 µM]	7%	9%	-22%	8%	19%	.	7%	1
Cc1ccc(CN2CCN(/N=C/c3ccc(C(F)(F)F)cc3)CC2)cc1	6%[59 µM]	3%	?	-34%	10%	?	0%	-23%	4
Cc1ccccc1OCC(=O)Nc1ccc2c(c1)n(C)c(=O)n2C	-6%	2%	-14%	?	-7%	26%	-5%	2%	0
CCC(=O)Nc1ccccc1Oc1ccccc1	5%[59 µM]	-3%	56µM*	10%	?	?	15%	0%	1
COc1cc(C2=NOC(C(=O)NCc3ccccn3)C2)cc(OC)c1OC (stereo unspecified)	41%[activator][59 µM]	1%	9%	-1%	19%	40%[activator]	7%	-17%	-4
Cc1ccc2c(c1)-c1c(c(C(=O)N3CCN(c4cc(Cl)ccc4C)CC3)nn1C)CS2	-10%[59 µM]	-7%	-14%	-17%	13%	-4%	4%	-11%	-1
Cn1c(=O)c2c(nc(SCc3ccccc3F)n2C)n(C)c1=O	.	1%	-11%	-6%	-16%	31%	9%	23%	-4
COc1cccc(OC)c1C(=O)NC(=O)NNc1cc(C(F)(F)F)cc(C)n1	25%	-8%	-7%	0%	17%	63%[activator]	-11%	9%	-1
CCOc1ccc(NC(=O)Cn2nnc(C(=O)OC)c2C(=O)OC)cc1	3%[59 µM]	10%	-10%	-3%	-4%	17%	0%	-26%	1
Cc1nn(-c2ccccc2)c2sc(C(=O)N(CC(=O)NC3CCCC3)Cc3ccco3)cc12	15%[2.33 µM]	-19%	14%[11.4 µM]	-1%	5%[11.4 µM]	-10%	0%	-9%	-1
Cc1ccccc1CS(=O)(=O)Cc1ccc(C(=O)NCCCN2CCCC2=O)o1	10%[59 µM]	-2%	-12%	5%	-2%	26%	-3%	-6%	-1
Cc1noc(C)c1C(=O)NCC(=O)Nc1ccccc1Br	.	1%	-14%	.	23%	27%	-2%	0%	-6
CCOc1cc(/C=N/O)ccc1OCc1ccc([N+](=O)[O-])cc1	20%[59 µM]	21%	-35%[57.1 µM]	-33%	?	?	3%	18%	2
COc1ccccc1NC(=O)CCC(=O)N(Cc1ccc(OC)c(OC)c1)c1nccs1	?	-13%	-5%	?	-24%	9%	1%	9%	-7
Cc1ccc(C(=O)COC(=O)CN2C(=O)C3C4C=CC(C4)C3C2=O)cc1C (stereo unspecified)	20%	-3%	-6%	-2%	11%	22%	-10%	128%[activator]	-4
Cc1nc(N)sc1C(=O)N/N=C/c1cccnc1	26%	12%	-2%	5%	6%	46%[activator]	-2%	11%	24
C=CCN(C(=O)c1csnn1)C(C(=O)NC1CCCC1)c1ccc(OC)cc1 (stereo unspecified)	-6%	7%	?	-4%	-13%	11%	5%	4%	0
CN(C(=O)CN1C(=O)c2cccc(N)c2C1=O)C1CCCCC1	-1%[12.7 µM]	-6%	24%	3%	-2%	59%[activator]	11%	258%[activator]	1
CCOc1ccc(N2C(=O)/C(=C\c3ccc(OC)c(O)c3)S(=O)(=O)C2c2cccc([N+](=O)[O-])c2)cc1 (stereo unspecified)	?	-4%	?	?	5%	-17%	1%	-7%	-4
CCCCOc1ccc(C(C)NC(=O)C2CCCN(S(=O)(=O)CCC)C2)cc1 (stereo unspecified)	13%	-3%	-5%	6%	-1%	23%	-10%	-9%	6
COCCNC(=O)c1cc2c(=O)n3cccc(C)c3nc2n1C	28µM*	0%	6%	0%	11%	38%[activator]	3%	-6%	-9

The last 5 entries of the section above come first, to join the parts.
SMILES	G9a inh	GLS inh	JMJD2A Tudor	BAZ2B inh	RGS4 inhibitor	HP1b binding inh	ERG Ets-DNA blk	12-LOX inh	PI4K2A block
C=CCN(C(=O)c1csnn1)C(C(=O)NC1CCCC1)c1ccc(OC)cc1 (stereo unspecified)	-6%	7%	?	-4%	-13%	11%	5%	4%	0
CN(C(=O)CN1C(=O)c2cccc(N)c2C1=O)C1CCCCC1	-1%[12.7 µM]	-6%	24%	3%	-2%	59%[activator]	11%	258%[activator]	1
CCOc1ccc(N2C(=O)/C(=C\c3ccc(OC)c(O)c3)S(=O)(=O)C2c2cccc([N+](=O)[O-])c2)cc1 (stereo unspecified)	?	-4%	?	?	5%	-17%	1%	-7%	-4
CCCCOc1ccc(C(C)NC(=O)C2CCCN(S(=O)(=O)CCC)C2)cc1 (stereo unspecified)	13%	-3%	-5%	6%	-1%	23%	-10%	-9%	6
COCCNC(=O)c1cc2c(=O)n3cccc(C)c3nc2n1C	28µM*	0%	6%	0%	11%	38%[activator]	3%	-6%	-9
CCC(=O)N1c2ccccc2CC1C(=O)NCCc1cc(OC)c(OC)c(OC)c1 (stereo unspecified)	1%[59 µM]	-7%	-16%	-21%	-7%	30%	4%	-14%	-2
O=C(NCc1ccccn1)C1CCN(S(=O)(=O)c2cnc[nH]2)CC1	9%[12.7 µM]	?	?	9%	-1%	-39%	-15%	-7%	9
Cc1occc1C(=O)Nc1nn[nH]n1	45µM*	6%	45µM*	?	-8%	0%	3%	?	-6
CC(C)CC(NC(N)=O)C(=O)Nc1ccc(Cl)c(Cl)c1 (stereo unspecified)	-33%	-9%	-9%	-4%	-7%	45%[activator]	-12%	-10%	0
Cc1ccc(NC(=O)CN(C)C(=O)c2ccc(OCc3cn4ccccc4n3)cc2)cc1	30%[12.7 µM]	9%	-13%	10%	22%	40%[activator]	-1%	?	1
O=C(CSc1nc2c([nH]c3ccccc32)c(=O)n1-c1ccccc1)N1CCCCCC1	-3%[59 µM]	-6%	-10%	-27%	-25%	18%[57 µM]	3%	?	0
CN1C(=O)C2(C(C#N)=C(N)N(c3cc(Cl)cc(Cl)c3)C3=C2C(=O)CCC3)c2ccccc21 (stereo unspecified)	19%[12.7 µM]	-5%	7%	8%	-17%	27%	8%	2%	1
Cc1ccc(NC(=O)Cn2cnc3c(cnn3C(C)(C)C)c2=O)cc1	.	4%	-10%	2%	13%	8%	1%	270%[activator]	3
CCCCn1c(N)c(N(CCOC)C(=O)COC(=O)C(C)(C)Oc2ccc(Cl)cc2)c(=O)[nH]c1=O	6%[0.501 µM]	-19%	-1%	7%	-1%	26%	-21%	-29%	3
Cc1nn(-c2ccccc2)c(Cl)c1/C=N/NC(=O)OC(C)(C)C	15%	9%	-23%	0%	-16%	-9%	4%	12%	-5
COc1ccccc1C1SCCN1C(=O)c1ccc([N+](=O)[O-])cc1 (stereo unspecified)	22%[59 µM]	-7%	-17%	-34%	3%	19%	4%	2%	8
C=CCNC(=S)NNC(=O)C(CCC(C)C)CC(C)O (stereo unspecified)	17%[59 µM]	10%	-9%	-1%	5%	39%	-1%	0%	-3
CC(=O)c1cccc(NC(=O)CC2S/C(=N/N=C/c3cccs3)NC2=O)c1 (stereo unspecified)	.	4%	-14%	-14%	?	34%	-6%	-6%	-6
CC(=O)Nc1ccc2c(c1)ncn2C1CCCCC1	.	-2%	-6%	.	-14%	28%	1%	0%	0
COc1ccccc1NC(=O)c1cc(N2C(=O)C3C4CCC(C4)C3C2=O)ccc1Cl (stereo unspecified)	-1%[59 µM]	1%	-21%	-11%	-24%[56.9 µM]	56%[activator]	-6%	1%	5
CC(C(=O)N(C)C1CCCCC1)N1CCC(C(N)=O)CC1 (stereo unspecified)	19%	-3%	1%	10%	-6%	7%	-4%	-41%	-5
CSc1ncccc1C(=O)OCc1ccc(C#N)cc1	15%	1%	9%[11.4 µM]	10%	-6%[11.4 µM]	71%[activator]	-6%	0%	12
CCOC(=O)C1(Cc2cccc(OC)c2)CCCN(C(=O)c2cc(C)on2)C1 (stereo unspecified)	?	-4%	-1%	-3%	-39%	28%	2%	9%	4
COc1cc(CCCN2CCNC[C@H]2Cc2cccc3ccccc23)cc(OC)c1OC	.	10%	?	.	12%	-3%	-12%	?	3

Structures listed above marked active in BAZ2B inh:
SMILES	G9a inh	GLS inh	JMJD2A Tudor	BAZ2B inh	RGS4 inhibitor	HP1b binding inh	ERG Ets-DNA blk	12-LOX inh	PI4K2A block
Cc1cc(C(c2ccc(C)o2)c2ccc(C)o2)c(O)c([N+](=O)[O-])c1	35µM*	13%	40µM*	45µM*	-28%	16µM*	-8%	35µM*	-3

Only part of the results is shown, so the mix of outcomes need not match the whole.
